Salmonella PhoP GFP: inhibitors of PhoP regulon expression, primary screen, Salmonella Typhimurium, GFP reporter (AID 1863); 300,000 tested, 0.16% active; S. Typhimurium PhoP-regulated promoter GFP reporter, 4 h; higher % means a stronger effect; one-dose inhibition, % at 50 µM; IC50 in µM for titrated hits;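 active means inhibition over 29.93%, a cutoff 3 SD above the screen mean, later confirmed by dose response; inconclusive means inhibition over 29.93% but no dose response follow-up; inactive means inhibition at most 29.93% or unconfirmed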;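 further: 0% = low Mg2+ inducing control and 100% = high Mg2+ repressing control; strong numbers were not always called active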
Lipid droplet: modulators of hepatic lipid droplet formation; 240,000 tested, 0.4% active; AID 1656; inhibition, % at 6.5 µM; AML12 mouse hepatocytes, oleate lipid droplets, BODIPY imaging;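 active means lipid droplet intensity inhibited by at least 50%, with more than 500 cells counted; inconclusive means wells with under 300 cells, treated as cytotoxic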
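Material: mouse AML12 hepatocyte cell line, fixed after treatment; Timing: compound with oleate, overnight; Technique: high-content imaging of BODIPY-stained droplets and DAPI nuclei; Probe or stimulus: oleate, 100 µM final; Dosing: compound at 6.5 µM only.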
T cell modulator: T cell immune modulation candidate | 330,000 tested, 0.068% active | 2C CD8+ T cell-vesicle binding, flow cytometry; stronger effect = lower value | calls only at 7 µM;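 active means response, share of CD8 T cells binding vesicles, and their 90th percentile fluorescence all below set limits, cut at about 80% in these data, passing the limit was not always enough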
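Incubation: binding step 1.5 h, 37 °C, antibody labelling 20 min, ice; system: murine 2C transgenic CD8+ T lymphocytes; technique: cytometric PE anti-B7-1 and Alexa647 anti-CD8 signals after 1% paraformaldehyde fixation; also added: QL9-charged Drosophila Ld/ICAM-1/B7-1 vesicles; control set: naked versus QL9-loaded vesicles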
bCat nuc transl: alters nuclear translocation of beta-catenin in HeLa cells; immunofluorescence imaging; nuclear translocation activity, % at 5 µM; 190,000 tested, 0.3% active; AID 1665;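 active means nuclear translocation activity above 50% at 5 µM, with a well cell count of 50 or more; inconclusive means wells under 50 cells across six images, flagged as toxic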;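 further: per-cell ratio of nuclear to cytoplasmic median beta-catenin stain intensity; plate controls were DMSO negative control for no effect and GSK-3 inhibitor IX positive control for full effect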
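test system = HeLa cells, endogenous beta-catenin | dosing = single 5 µM dose plus 0.02–20 µM confirmation series | times = compound treatment 24 h, 37°C, 5% CO2 | technique = beta-catenin immunofluorescence imaging with DAPI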
Insulin prom up: MIN6 insulin promoter up-regulation; z-score at 5 µM; 190,000 tested, 0.3% active; MIN6 insulin promoter-GFP reporter, high-content imaging; stronger effect = higher value; AID 1625;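 active means z-score above 3 at 5 µM with at least 500 cells counted in the well; inconclusive means wells under 500 cells, flagged as cytotoxic or low count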
Autophagy mod: alters autophagy in cells; AID 463193; calls only at 10 µM (by protocol); 190,000 tested, 0.98% active; MEF GFP-LC3 puncta imaging; test concentration mostly 10 µM;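 active means percentage of spot-positive cells more than 3 SD above its plate mean, without a fluorescence outlier flag or 80% toxicity; inconclusive means no clear call, values can overlap the other calls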;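 further: spot-positive cell cutoff set from DMSO-treated cells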
MT stabilizer: microtubule stabilizers in HeLa cells; AID 2205; 200,000 tested, 0.83% active; HeLa tubulin immunostaining HCS, 24 h; share of cells brighter than vehicle mean+2SD; % tubulin-high responders, % at 10 µM;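 active means plate Z-score above 3 for both tubulin-high and condensed-nucleus cell shares, with cell loss under 80%, at 10 µM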;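 further: anti alpha tubulin signal scored within the nucleus-defined area of each cell; some results filed as inactive read as strong as hits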
CSM14.1 death rescue: rescue of cells from ER stress-induced death, primary screen, 384-well, CSM14.1, thapsigargin, ATP luminescence (AID 1222). one-dose cellular ATP content (survival), % at 20 µM; EC50 in µM for titrated hits. CSM14.1 thapsigargin-induced death rescue, ATP luminescence; higher % means a stronger effect. 190,000 tested, under 10 active;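 active means EC50 below 50 µM in the dose-response confirmation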;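 further: death triggered by thapsigargin at about 15 µM added after 2 h compound pretreatment; cell ATP read after overnight thapsigargin exposure of roughly 18 to 22 hours; normalized against plate controls of thapsigargin alone and 5% DMSO vehicle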
Dynein transport: blocks dynein driven cargo transport along microtubules; 3617.4 mouse cells, GR-EGFP nuclear translocation imaging; test concentration mostly 20 µM; stimulated with dexamethasone, 1 µM; stronger effect = lower value; z-score, hits read low; 220,000 tested, 0.47% active; AID 1381;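 active means plate z-score of nuclear minus cytoplasmic receptor signal below a set negative limit, without overly bright fluorescence or cell loss, cut at about -3.5 in these data, passing the limit was not always enough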;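 further: z-score of nuclear minus cytoplasmic ring GR-EGFP intensity difference per well; some compounds called inactive have numbers as strong as hits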
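Schedule: 48 h induction, then 1 h compound, then 30 min agonist, 37 °C. Buffer or medium: tetracycline-free induction medium containing charcoal-stripped FBS. Reagent: 1.0 µM final dexamethasone stimulus. Evaluation: nuclear versus cytoplasmic GR-EGFP signal, averaged per well. Signal: high-content fluorescence imaging after fixation.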
Dynein transport cytoplasmic EGFP: also measured in Dynein transport; calls as there; z-score; measured here: cytoplasmic GR-EGFP intensity; stronger effect = higher value
Dynein transport nuclear GR-EGFP: further read-out of Dynein transport, marked with its call; z-score; measured here: nuclear GR-EGFP intensity;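 lower value marks the stronger effect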
Dynein transport cell count: second read-out of Dynein transport, no call of its own (marks repeat the call); z-score; measured here: cell count per field
Insulin prom up cell count: second read-out of Insulin prom up, no call of its own (marks repeat the call); cell count; measured here: cytotoxicity, nuclei count;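 total cells summed across four imaged fields per well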
Lipid droplet cells 6.5 µM: second read-out of Lipid droplet, no call of its own (marks repeat the call); cell count; measured here: cell count, cytotoxicity flag;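 cells counted across two imaged fields per well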
bCat nuc transl cell count 5 µM: recorded beside bCat nuc transl, whose call it bears; cell count; measured here: cell count, cytotoxicity flag
T cell modulator vesicle-bound %: second read-out of T cell modulator, no call of its own (marks repeat the call); double positive events, %; measured here: CD8+ vesicle-bound cell fraction;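 binding gate set so that unloaded-vesicle control wells show 10% double positive cells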
MT stabilizer Hoechst-high %: also measured in MT stabilizer; calls as there; % Hoechst-high responders; measured here: nuclear condensation Hoechst responders;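 share of cells brighter than vehicle mean plus two SD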
MT stabilizer cytotoxicity %: also measured in MT stabilizer; calls as there; toxicity, %; measured here: cytotoxicity by cell density;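 0% = mean cell density of plate MIN control wells and 100% = no cells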
Autophagy mod cell loss 18 h: recorded beside Autophagy mod, whose call it bears; toxicity, %; measured here: cell loss, nuclei count;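 cell loss after 18 h compound exposure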
Numbers without * were called inactive; i = inactive; ? = inconclusive; / = not tested or not shown.

SMILES | Salmonella PhoP GFP | Lipid droplet | Lipid droplet cells 6.5 µM | T cell modulator | T cell modulator vesicle-bound % | bCat nuc transl | bCat nuc transl cell count 5 µM | Insulin prom up | Insulin prom up cell count | Autophagy mod | Autophagy mod cell loss 18 h | MT stabilizer | MT stabilizer Hoechst-high % | MT stabilizer cytotoxicity % | CSM14.1 death rescue | Dynein transport | Dynein transport cytoplasmic EGFP | Dynein transport nuclear GR-EGFP | Dynein transport cell count
CC(=O)Nc1ccc(NC(=O)CSc2ccc3nnc(CCNC(=O)c4ccccc4)n3n2)cc1 | -6% | -5 | 720 | i | 24 | 0.4 | 1071 | -0.28 | 1207 | i | -2 | 2.7 | 3.8 | 2.5 | 7.3% | -0.46 | -0.15 | -0.45 | -0.0093
O=C(C1=C[C@@H](c2ccc3c(c2)OCO3)C[C@@H](OCc2ccc(CO)cc2)O1)N1CCOCC1 | -9% | -2 | 678 | i | 13 | -3.4 | 1196 | -0.41 | 1387 | i | 18 | 1.9 | 1.0 | 2.8 | -1.1% | -1.4 | -0.26 | -0.54 | 0.75
CCn1c(CCNC(=O)c2ccc(F)cc2)nc2ccccc21 | -2% | -2 | 656 | i | 48 | -1.8 | 1060 | 2.6 | 1926 | i | 10 | 5.3 | 3.0 | 7.4 | -1.9% | -0.17 | 0.016 | 0.068 | 0.29
CN1CCC(Oc2ccccc2Sc2ccccc2)CC1 | 8% | 0 | 621 | i | 4 | 4.5 | 457 | -0.59 | 957 | i | 4 | 4.5 | 3.4 | 6.2 | -2.5% | -0.47 | -0.32 | -0.55 | 1
Cc1cc(-c2onc(C)c2C(N)=O)no1 | -10% | 0 | 703 | i | 34 | -4.0 | 1185 | / | / | / | / | / | / | / | / | -0.24 | -0.27 | -0.35 | 0.2
COCCn1c(C(C)C)nc2ccccc21 | -3% | 5 | 755 | i | 4 | 0.2 | 1258 | 0.86 | 1160 | / | / | / | / | / | / | 0.74 | -0.098 | 0.87 | -1.5
CCOC(=O)Cn1c(CN2CCN(C(c3ccccc3)c3ccccc3)CC2)nc2c1c(=O)n(C)c(=O)n2C | 0% | -9 | 592 | i | 36 | -1.3 | 1202 | -0.2 | 2090 | i | 9 | 8.3 | 1.7 | 1.8 | -0.4% | -0.22 | -0.12 | 0.17 | -0.91
CCCn1nnc(NC(=O)Cc2ccccc2)n1 | 5% | / | / | i | 60 | -1.9 | 1396 | 0.55 | 1591 | i | 0 | 2.0 | 1.6 | 4.6 | -0.7% | -1.2 | 0.12 | -0.35 | 0.36
CC(=O)OCC(=O)[C@H]1CC[C@H]2[C@@H]3CC=C4C[C@@H](O)CC[C@]4(C)[C@H]3CC[C@]12C | 1% | 12 | 747 | i | 35 | / | / | / | / | i | -10 | 5.4 | 3.7 | 5.2 | 0.3% | 0.38 | -0.28 | 0.62 | 0.5
CCO[C@H]1OC(C(=O)N2CCN(C)CC2)=C[C@@H](c2csc3ccccc23)[C@@H]1CCCO | -11% | -2 | 661 | i | 15 | -3.0 | 1206 | 0.5 | 1390 | i | 16 | 4.4 | 1.0 | 4.1 | 1.3% | -0.51 | -0.27 | 0.05 | 0.83
CCOC(=O)N1CCN(C(=O)CN(Cc2ccc(Cl)cc2)S(=O)(=O)c2ccc(C)cc2)CC1 | -4% | -17 | 718 | i | 19 | / | / | -1.5 | 771 | i | -3 | 1.2 | 0.7 | 9.5 | -0.9% | 0.4 | 0.065 | 0.66 | -1.4
COc1ccc(Cn2c(=O)[nH]c3cc(C(=O)NCCCN4CCCCC4)ccc3c2=O)cc1 | -14% | / | / | i | 35 | 0.2 | 1312 | -1.4 | 1240 | i | 3 | 1.5 | 3.3 | 10 | 0.6% | 0.24 | 0.011 | 0.86 | -0.19
Fc1ccccc1N1CCN(c2ncnc3[nH]ncc23)CC1 | -2% | 0 | 780 | i | 28 | -0.5 | 1126 | 2.1 | 1237 | i | 11 | 2.6 | 1.8 | 7.8 | 0.9% | 0.88 | -0.15 | 0.75 | 0.43
CCC(=O)Nc1cccc(NC(=O)c2ccc3c(c2)OCCO3)c1 | -5% | -6 | 604 | i | 41 | -2.2 | 1144 | 0.76 | 1872 | / | / | / | / | / | -2.6% | / | / | / | /
OC1(c2ccccc2F)CCN(Cc2nnc(-c3ccccc3)o2)CC1 | -1% | / | / | i | 45 | -2.2 | 1136 | 0.9 | 1065 | / | / | 1.5 | 2.2 | 11 | 0.7% | 0.14 | -0.2 | 0.39 | -0.092
Cc1onc(-c2c(Cl)cccc2Cl)c1C(=O)c1ccccc1 | -5% | -8 | 678 | i | 40 | -0.3 | 1088 | 0.04 | 1411 | / | / | / | / | / | / | -0.42 | -0.29 | -0.25 | 1.4
CCOC(=O)c1c(-c2ccccc2)nnn1-c1nc(OCC)nc(N2CCCCC2)n1 | 1% | 3 | 657 | i | 40 | -0.2 | 1092 | -0.53 | 1798 | i | -6 | 3.3 | 2.4 | 9.8 | -2.3% | -0.98 | -0.12 | -0.25 | -0.15
Nc1cc(=O)nc(SCC(=O)Nc2ccccc2)n1-c1ccccc1 | 2% | -7 | 684 | i | 56 | -6.7 | 561 | 1.1 | 1258 | i | 19 | 3.5 | 3.1 | 3.4 | 7.4% | -0.72 | -0.27 | 0.42 | 0.0087
CCc1c(C)nc2ncnn2c1Nc1ccc(C)c(C)c1 | -3% | -33 | 757 | i | 34 | / | / | / | / | i | 1 | 3.8 | 1.6 | 4.0 | 4.0% | 1.3 | -0.24 | 0.74 | -0.033
CNc1nc(Sc2ccccc2)cc(C(F)(F)F)n1 | 10% | / | / | i | 42 | 1.2 | 1360 | 1.1 | 1513 | i | -8 | 2.5 | 1.2 | 3.7 | -0.3% | -0.2 | -0.21 | -0.3 | 0.81
Cc1cc(F)ccc1NCc1cc2c(cc1[N+](=O)[O-])OCO2 | 4% | -3 | 693 | i | 25 | -1.6 | 1066 | -0.6 | 1819 | i | 7 | 2.7 | 1.3 | 6.6 | 4.4% | -0.041 | -0.13 | 0.51 | -0.34
CCN(c1ccccc1)S(=O)(=O)c1ccc(C(=O)Nc2nnc(COC)o2)cc1 | 1% | / | / | i | 34 | -3.7 | 1386 | 0.39 | 1421 | i | 3 | 3.1 | 2.4 | 0.4 | -1.2% | -0.19 | -0.19 | 0.23 | -0.15
CN(C(=O)COC(=O)c1ccccc1C(=O)N1CCN(c2ccccc2)CC1)c1ccccc1 | -17% | 2 | 702 | i | 51 | -2.7 | 1166 | -1.1 | 1348 | i | 16 | 1.4 | 2.0 | 14 | / | -1.7 | -0.3 | -0.25 | 0.99
CCOC(=O)c1c(CN2CCCCC2)n(C)c2cc(Br)c(OC)cc12 | 5% | / | / | i | 45 | -1.3 | 1354 | -0.36 | 1511 | i | 0 | 1.8 | 1.0 | 4.4 | -1.0% | -0.44 | -0.18 | -0.18 | 0.6
COCCn1nnnc1SCC(=O)N1CCCCC1 | -15% | 2 | 763 | i | 32 | -1.0 | 1069 | 1.8 | 1201 | i | 6 | 1.3 | 2.1 | 7.2 | -2.1% | 0.69 | -0.21 | 0.64 | -0.92
COc1ccc(C(=O)/C=C/Nc2cccc(C)n2)cc1OC | 4% | / | / | i | 50 | -3.7 | 891 | 0.86 | 1156 | i | -5 | 3.3 | 2.5 | 6.1 | -0.8% | 0.51 | -0.14 | 0.79 | -0.26
c1ccc2c(c1)CCN(c1ncnc3c1[nH]c1ccccc13)C2 | 9% | -70 | 600 | i | 29 | / | / | ? | / | / | / | / | / | / | -1.9% | / | / | / | /

Profiles, quoted from the list. Order of screens: Salmonella PhoP GFP	Lipid droplet	Lipid droplet cells 6.5 µM	T cell modulator	T cell modulator vesicle-bound %	bCat nuc transl	bCat nuc transl cell count 5 µM	Insulin prom up	Insulin prom up cell count	Autophagy mod	Autophagy mod cell loss 18 h	MT stabilizer	MT stabilizer Hoechst-high %	MT stabilizer cytotoxicity %	CSM14.1 death rescue	Dynein transport	Dynein transport cytoplasmic EGFP	Dynein transport nuclear GR-EGFP	Dynein transport cell count
CCOC(=O)N1CCN(C(=O)CN(Cc2ccc(Cl)cc2)S(=O)(=O)c2ccc(C)cc2)CC1 across the screens: -4%	-17	718	i	19	/	/	-1.5	771	i	-3	1.2	0.7	9.5	-0.9%	0.4	0.065	0.66	-1.4
Cc1cc(F)ccc1NCc1cc2c(cc1[N+](=O)[O-])OCO2 across the screens: 4%	-3	693	i	25	-1.6	1066	-0.6	1819	i	7	2.7	1.3	6.6	4.4%	-0.041	-0.13	0.51	-0.34
Fc1ccccc1N1CCN(c2ncnc3[nH]ncc23)CC1 across the screens: -2%	0	780	i	28	-0.5	1126	2.1	1237	i	11	2.6	1.8	7.8	0.9%	0.88	-0.15	0.75	0.43

Bioassay records as filed in PubChem.

The order is random (roughly 3% active in at least one column).
